SENP6 block: inhibitors of human SENP6 protease; Q9GZR1; Recombinant SENP6 catalytic domain, aminoluciferin luminescence; inhibition, % at 10 µM; actives 1.8% (n = 330,000);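 active = inhibition above about 50% at the single tested dose, limit read from the data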;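 note: plate controls were DMSO wells with enzyme for no effect and DMSO wells lacking enzyme for full effect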
Target sequence (Q9GZR1 628-1112 limits assumed): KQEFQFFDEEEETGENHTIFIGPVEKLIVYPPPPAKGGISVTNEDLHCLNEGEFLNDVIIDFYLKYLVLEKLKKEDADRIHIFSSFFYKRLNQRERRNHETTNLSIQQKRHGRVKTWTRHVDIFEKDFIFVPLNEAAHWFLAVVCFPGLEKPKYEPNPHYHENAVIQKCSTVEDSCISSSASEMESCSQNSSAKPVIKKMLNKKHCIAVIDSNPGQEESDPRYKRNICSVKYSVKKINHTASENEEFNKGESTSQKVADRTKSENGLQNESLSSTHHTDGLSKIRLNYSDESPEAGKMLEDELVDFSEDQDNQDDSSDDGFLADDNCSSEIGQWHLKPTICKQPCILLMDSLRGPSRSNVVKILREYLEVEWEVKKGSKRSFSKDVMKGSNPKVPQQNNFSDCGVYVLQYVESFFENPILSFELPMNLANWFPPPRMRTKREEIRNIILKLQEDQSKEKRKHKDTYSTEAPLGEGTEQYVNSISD
ATG4B inh: inhibitors of human ATG4B cysteine protease; Q9Y4P1; ATG4B cleavage of LC3-PLA2, NBD-HPC fluorescence, 1 h; inhibition, % at 8.33 µM; actives 0.51% (n = 340,000); in the data active = inhibition above about 40%
SENP8 block: blocks human SENP8 cleavage of Nedd8 substrate. Q96LD8. recombinant SENP8, Nedd8 substrate fluorescence. AID 602440. actives 0.64% (n = 360,000). inhibition, % at 20 µM; in the data active = inhibition mostly above about 40%, no sharp cut-off; inactive = mostly below about 27%
Target sequence (Q96LD8 whole entry, looked up): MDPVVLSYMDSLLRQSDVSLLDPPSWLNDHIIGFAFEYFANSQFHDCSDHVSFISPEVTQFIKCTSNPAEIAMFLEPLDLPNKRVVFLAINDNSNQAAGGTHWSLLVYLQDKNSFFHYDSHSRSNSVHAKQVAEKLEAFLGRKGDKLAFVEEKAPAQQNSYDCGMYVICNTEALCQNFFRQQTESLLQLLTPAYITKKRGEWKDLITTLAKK
MPTP inh: blocks calcium-induced mitochondrial swelling; isolated mouse mitochondria, Ca2+ swelling absorbance, 30 min; inhibition, % at 10 µM; actives 1.4% (n = 360,000); AID 602449;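 active = inhibition of 50% or more, scaled per plate between neutral and stimulator controls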;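 note: 0% = DMSO wells given calcium and 100% = 1 mM EGTA wells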
PfG6PD inh: PfG6PD (Plasmodium falciparum) enzyme inhibition. actives 0.78% (n = 350,000). inhibition, % at 20 µM. PfGluPho enzyme, NADPH resazurin-diaphorase fluorescence. AID 504690;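 active = inhibition reaching at least a set limit at 20 µM in the primary screen, cut at about 59% in these data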;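 note: 0% = DMSO wells with substrate and 100% = DMSO wells lacking glucose-6-phosphate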
GRIN3A LBD mod: NR3A (human) ligand-binding domain modulation; Tm shift relative to glycine control, % at 25 µM; actives 2.5% (n = 340,000); NR3A LBD differential scanning fluorimetry, Tm shift; 0% = protein alone, 100% = glycine-bound protein;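 active = melting temperature shift of at least 10% of the positive control shift, at one fixed dose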
SENP1 FRET inh: SENP1 (human) catalytic domain inhibition | recombinant SENP1 catalytic domain, CyPet-SUMO1-YPet FRET cleavage | inhibition, % at 10 µM | actives 0.21% (n = 360,000);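 active = inhibition at least 30% at 10 µM, raw YFP signal under a set limit, fluorescence ratio 0.5 to 1.5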;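 note: 0% = enzyme with DMSO and 100% = no enzyme wells; some results filed as inactive read as strong as hits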
Target sequence (Q9P0U3 419-644 limits assumed): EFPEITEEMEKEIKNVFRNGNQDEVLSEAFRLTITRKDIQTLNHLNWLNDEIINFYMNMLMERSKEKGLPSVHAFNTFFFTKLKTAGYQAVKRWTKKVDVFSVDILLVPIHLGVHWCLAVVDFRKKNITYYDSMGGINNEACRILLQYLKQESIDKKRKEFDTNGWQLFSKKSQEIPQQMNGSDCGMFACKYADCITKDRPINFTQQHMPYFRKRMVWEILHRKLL
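Controls: no-enzyme wells low, DMSO-plus-enzyme wells high control. Test system: human recombinant His6-tagged SENP1 catalytic domain enzyme. Reagent: SFCypet-SUMO1-SFYpet FRET protein substrate, 25 nM final. Doses: one dose per compound, 10 µM, 0.5% DMSO. Detection: FRET, CFP and YFP emission. Timing: 50 min reaction at room temperature.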
hIAP act: human IAP activation. P09923. purified human IAP, CDP-Star luminescence, 30 min; hits give high values; 1 = vehicle-only enzyme, 0 = enzyme-free background. AID 2524. actives 0.16% (n = 330,000). activation factor at 10 µM;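 active = activation factor of the enzyme at least 2-fold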; note: the source names both 10 and 20 µM as test concentration; values of inactives mirror those of a sister screen read the other way
* marks the source's active call; other numbers are inactive results; nt = not tested or not shown.

Codes – A = SENP6 block; B = ATG4B inh; C = SENP8 block; D = MPTP inh; E = PfG6PD inh; F = GRIN3A LBD mod; G = SENP1 FRET inh; H = hIAP act
molecule: Cc1ccc(C(=O)C(C)OC(=O)Cn2[nH]c(=O)c3ccccc3c2=O)cc1 (configuration not stated)
  A: 5	B: -7	C: -1	D: 1.8	E: 16	F: 2	G: -1	H: 1
molecule: COc1ccccc1C(=O)NCCCNC(=O)c1cccnc1
  A: -21	B: -7	C: 7	D: -0.1	E: -4	F: -2	G: 1	H: 1
molecule: COc1ccc(S(=O)(=O)NNC(=O)Nc2ccc(C)cc2)c(OC)c1
  A: -7	B: 5	C: 0	D: -0.8	E: -12	F: -3	G: 1	H: 1.1
molecule: CCN(C(=O)c1ccc(=O)n(C)n1)c1c(N)n(Cc2ccccc2)c(=O)[nH]c1=O
  A: 7	B: -11	C: 5	D: -1.4	E: 15	F: 0	G: -1	H: 1.2
molecule: C#CCOCCOCCOCCNc1nc(N2CCN(C(=O)CCCCCCCCCCNC(=O)[C@H](CCCCN)n3cc(C)nn3)CC2)nc(N2CCN(C(=O)CCCCCCCCCCNC(=O)[C@H](CCCCN)n3cc(CCCC(=O)O)nn3)CC2)n1
  A: 5	B: -14	C: 20	D: -5.4	E: 59*	F: -2	G: -3	H: 0.94
molecule: Cc1cccc(-n2c(O)c(C=Nc3ccccc3N)c(=O)[nH]c2=O)c1
  A: -7	B: -6	C: -44	D: -0.1	E: 18	F: 3	G: -1	H: 0.86
molecule: COC(=O)c1sccc1NC(=O)Nc1ccccc1F
  A: 70*	B: -7	C: 7	D: 1.9	E: 2	F: 1	G: 0	H: 1.1
molecule: COc1cc(/C=C2/NC(=O)N(Cc3ccccc3F)C2=O)cc(OC)c1OC
  A: -20	B: -7	C: -435	D: -0.7	E: -10	F: -2	G: 4	H: 0.92
molecule: COc1cccc(CN(C(=O)/C=C/c2ccc(Cl)cc2)C2CCS(=O)(=O)C2)c1 (configuration not stated)
  A: -18	B: -22	C: 8	D: -1.7	E: 13	F: -1	G: 2	H: 1.1
molecule: COc1cc(OC)cc(C(=O)N[C@@H](CCSC)c2nc3ccccc3[nH]2)c1
  A: -2	B: -8	C: 2	D: 0.6	E: 2	F: 0	G: 0	H: 1.2
molecule: COc1ccc(C(CNC(=O)c2cc(S(=O)(=O)Nc3cccc(C)c3)ccc2C)N2CCCC2)cc1 (configuration not stated)
  A: nt	B: -1	C: 12	D: 9.4	E: -7	F: -1	G: -1	H: nt
molecule: COc1cc(/C=N\NC(=O)c2ccc(-c3ccccc3)cc2)cc(Br)c1O
  A: 0	B: 11	C: -125	D: -0.6	E: 2	F: 7	G: 22	H: 1.2
molecule: NC1=NN=C(N2N=C(c3ccc(Br)cc3)CC2(O)C(F)(F)F)n2ncnc2C1 (configuration not stated)
  A: -28	B: 8	C: -405	D: -3.7	E: -23	F: -5	G: 1	H: 2.6*
molecule: COCCN(Cc1ccccc1)C(=S)Nc1ccc(OC(F)F)cc1
  A: 5	B: -2	C: 10	D: 4.7	E: 23	F: 1	G: 1	H: 0.92
molecule: O=Cc1ccc([B-](F)(F)F)s1
  A: nt	B: 1	C: 0	D: -0.3	E: -5	F: 0	G: -2	H: nt
molecule: O=C(Nc1ccc(Cl)cc1)/C(=C/c1cccc(O)c1)c1nc2ccccc2s1
  A: -17	B: -2	C: -22	D: 5.4	E: 4	F: 26*	G: -115	H: 0.96
molecule: O=C(CC1C(=O)NCCN1CCCc1ccccc1)NCCc1ccccc1F (configuration not stated)
  A: -2	B: -4	C: -51	D: 0.1	E: 13	F: -3	G: -4	H: 1
molecule: Cc1csc(Sc2nc3c(c(=O)[nH]c(=O)n3C)n2CCCc2ccccc2)n1
  A: -14	B: 0	C: 10	D: 1.6	E: 1	F: 1	G: 3	H: 1
molecule: CN(C)CCNC(=O)C(c1ccccc1)c1ccccc1
  A: -8	B: -9	C: 24	D: -0.7	E: 13	F: 4	G: -2	H: 0.84
molecule: CN=CC1=C(O)c2ccccc2C1=O
  A: 1	B: 5	C: 2	D: -1.5	E: 1	F: 0	G: 0	H: 0.88
molecule: COCCN(C(=O)COc1ccc(Cl)cc1)c1nnc(-c2cccnc2)s1
  A: -7	B: 0	C: 0	D: 2.4	E: -7	F: 1	G: 27	H: 1.1
molecule: CCN(CC)CCCNC(=O)C1CCC(CNS(=O)(=O)c2ccc(Cl)cc2)CC1 (configuration not stated)
  A: 8	B: -5	C: 6	D: -0.4	E: 0	F: 0	G: 2	H: 1
molecule: CCN(CC)c1ncnc2sc3c(c12)CCC3
  A: -6	B: -5	C: 10	D: -0.2	E: -7	F: -1	G: -5	H: 1.1
molecule: O=C(Nc1ccc(S(=O)(=O)Nc2ncccn2)cc1)C1CC(=O)N(c2ccccc2)C1 (configuration not stated)
  A: -19	B: -2	C: 8	D: 0.6	E: -10	F: 1	G: -2	H: 0.99
molecule: CCCCCn1c(SCC(=O)CC(=O)OCC)nc2cc(C(=O)N3CCC(C(N)=O)CC3)ccc2c1=O
  A: -23	B: -1	C: 2	D: -2.4	E: 7	F: -1	G: -10	H: 1

Quoted from the results shown, 9 compounds:
Codes – A = SENP6 block; B = ATG4B inh; C = SENP8 block; D = MPTP inh; E = PfG6PD inh; F = GRIN3A LBD mod; G = SENP1 FRET inh; H = hIAP act
molecule: NC1=NN=C(N2N=C(c3ccc(Br)cc3)CC2(O)C(F)(F)F)n2ncnc2C1 (configuration not stated)
  A: -28	B: 8	C: -405	D: -3.7	E: -23	F: -5	G: 1	H: 2.6*
molecule: COCCN(Cc1ccccc1)C(=S)Nc1ccc(OC(F)F)cc1
  A: 5	B: -2	C: 10	D: 4.7	E: 23	F: 1	G: 1	H: 0.92
molecule: O=Cc1ccc([B-](F)(F)F)s1
  A: nt	B: 1	C: 0	D: -0.3	E: -5	F: 0	G: -2	H: nt
molecule: O=C(Nc1ccc(Cl)cc1)/C(=C/c1cccc(O)c1)c1nc2ccccc2s1
  A: -17	B: -2	C: -22	D: 5.4	E: 4	F: 26*	G: -115	H: 0.96
molecule: O=C(CC1C(=O)NCCN1CCCc1ccccc1)NCCc1ccccc1F (configuration not stated)
  A: -2	B: -4	C: -51	D: 0.1	E: 13	F: -3	G: -4	H: 1
molecule: Cc1csc(Sc2nc3c(c(=O)[nH]c(=O)n3C)n2CCCc2ccccc2)n1
  A: -14	B: 0	C: 10	D: 1.6	E: 1	F: 1	G: 3	H: 1
molecule: CN(C)CCNC(=O)C(c1ccccc1)c1ccccc1
  A: -8	B: -9	C: 24	D: -0.7	E: 13	F: 4	G: -2	H: 0.84
molecule: CN=CC1=C(O)c2ccccc2C1=O
  A: 1	B: 5	C: 2	D: -1.5	E: 1	F: 0	G: 0	H: 0.88
molecule: COCCN(C(=O)COc1ccc(Cl)cc1)c1nnc(-c2cccnc2)s1
  A: -7	B: 0	C: 0	D: 2.4	E: -7	F: 1	G: 27	H: 1.1

More records.
Codes – A = SENP6 block; B = ATG4B inh; C = SENP8 block; D = MPTP inh; E = PfG6PD inh; F = GRIN3A LBD mod; G = SENP1 FRET inh; H = hIAP act
molecule: COc1ccccc1NC(=O)CSc1nnc2ccc(-c3ccccn3)nn12
  A: -1	B: 5	C: 1	D: -2.2	E: 1	F: 0	G: 0	H: 1.1
molecule: COc1ccc(OCCSc2nc(-c3ccccc3)cc(=O)[nH]2)cc1
  A: -10	B: -7	C: 1	D: 0.1	E: -5	F: 3	G: 1	H: 1
molecule: CCCNC(=O)c1oc2ccc3c(c2c1C)C(O)CC(C)(C)O3 (configuration not stated)
  A: 11	B: 1	C: -145	D: 0.4	E: 2	F: -1	G: 0	H: 1
molecule: O=C(O)c1c[nH]c2ccc([N+](=O)[O-])cc2c1=O
  A: nt	B: 6	C: 11	D: -1.3	E: -11	F: 3	G: -1	H: nt
molecule: O=C(Cn1ccc(C(F)(F)F)n1)N/N=C/c1ccc2c(c1)OCO2
  A: 3	B: -11	C: 15	D: -0.6	E: 2	F: -6	G: 4	H: 0.9
molecule: CCN1CCN(c2oc(COc3ccc(Cl)cc3)nc2C#N)CC1
  A: 8	B: -4	C: 18	D: 0.9	E: 2	F: 2	G: 0	H: 0.85
molecule: CCOc1ccc(NC(=O)C2CCN(S(=O)(=O)c3cccnc3)CC2)cc1
  A: -15	B: -6	C: 9	D: -2.1	E: 6	F: 1	G: 2	H: 0.85
molecule: N#CC1=C(N)N2C(=C(C#N)C1c1cccc(Br)c1)Nc1ccccc12 (configuration not stated)
  A: 2	B: 2	C: -406	D: 86*	E: 8	F: 24*	G: -26	H: 0.9
molecule: Cc1ccc(CCNC(=O)C2CCC(=O)N2Cc2cccnc2)cc1 (configuration not stated)
  A: -10	B: 3	C: 25	D: -0.7	E: -18	F: -1	G: 0	H: 0.87
molecule: O=C(Cn1nnc(-c2ccccc2F)n1)Nc1ccc(S(=O)(=O)NC2CCCC2)cc1
  A: -18	B: -18	C: 10	D: 1.4	E: -5	F: 5	G: -1	H: 1.1
molecule: Cc1ccc(S(=O)(=O)NCCC(=O)NNC(=O)COc2ccc(Br)cc2)cc1C
  A: -20	B: -13	C: 15	D: -0.7	E: -5	F: 3	G: 1	H: 2.5*
molecule: Cc1ccc2c(c1)N(CC(=O)NCc1cccnc1)C(=O)CO2
  A: -3	B: -3	C: 12	D: 0.9	E: -6	F: 0	G: -1	H: 0.83
molecule: C=CCn1c(C)cc(C(=O)COC(=O)CCc2cc(OC)c(OC)c(OC)c2)c1C
  A: -13	B: -2	C: 7	D: 3.0	E: 80*	F: 0	G: 0	H: 0.95
molecule: NC(=O)CN(C/C=C/c1ccccc1)C/C=C/c1ccccc1
  A: -17	B: 10	C: 11	D: 3.7	E: 3	F: 0	G: -2	H: 1.2
molecule: O=c1c(-c2ccnn2-c2ccccc2F)cnc2n1CCS2
  A: -4	B: -11	C: 4	D: -1.2	E: -2	F: -1	G: 1	H: 0.94
molecule: CSc1nnc(C)c(=O)n1COC(=O)COc1ccccc1
  A: -2	B: 0	C: 22	D: -1.4	E: -3	F: -4	G: 4	H: 0.84
molecule: Cc1ccc(-c2nnc(NC(=O)CCS(=O)(=O)c3ccccc3)o2)c(C)c1
  A: 13	B: 8	C: 4	D: 0.3	E: -21	F: 4	G: 1	H: 1.1
molecule: CCOc1cc(S(=O)(=O)N2CCN(C(=O)c3ccco3)CC2)ccc1F
  A: -8	B: 2	C: 6	D: -0.6	E: -11	F: 2	G: 2	H: 1.2
molecule: Cc1cc(NC(=O)CSc2nnc3c(C)cc4cc(C)c(C)cc4n23)no1
  A: 3	B: 6	C: -25	D: 0.2	E: 6	F: -1	G: 1	H: 0.88
molecule: CC(C)n1cc(/C=N\NC(=O)c2cc3c(ccc4ccccc43)o2)c2ccccc21
  A: nt	B: -5	C: -499	D: -5.3	E: 5	F: -2	G: -10	H: nt
molecule: O=c1c2c3c(sc2nc2n1CCCCC2)CCCC3
  A: 62*	B: -7	C: 4	D: 1.0	E: 25	F: -1	G: -2	H: 1
molecule: CCOC(=O)C1(CCOc2ccccc2)CCN(Cc2cnc(SC)nc2)CC1
  A: -24	B: 3	C: 2	D: 1.4	E: -7	F: 0	G: -2	H: 1.1
molecule: COc1cc(C(=O)Nc2ccccc2-c2nnn(CC(N)=O)n2)cc(OC)c1OC
  A: -12	B: -11	C: 8	D: -0.3	E: 8	F: 2	G: -4	H: 1.1
molecule: COC(=O)CSc1nc2ncccc2[nH]1
  A: 7	B: 3	C: 26	D: 0.4	E: -3	F: 1	G: 1	H: 1

Assay outcomes from PubChem BioAssay.
